KB-3-1 tox: qHTS assay for MDR1-selective chemotherapeutics: Primary screen using the parental adenocarcinoma cell KB-3-1. Potency, µM (series often up to 46.1 µM), without a hit: top-dose activity change, negative = cytotoxic, hits mostly cytotoxic. AID 1347075, 2019. KB-3-1 viability, CellTiter-Glo ATP luminescence, 72 h. 400,000 compounds, 1.4% hits; further: potency means the concentration at half of the fitted maximal effect; on the % scale 0 is the no-effect control and ±100 the full control effect; nearly all actives have a fitted effect of over 60% in size
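Parental KB-3-1 viability, qHTS format: 72 h compound exposure, 37 °C; CellTiter-Glo; media-only wells and DMSO plates as controls; concentration-effect fits on corrected data.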
IL1B secr inh: qHTS for Inhibitors of Inflammasome Signaling: IL-1-beta AlphaLISA Primary Screen; THP-1 LPS/ATP IL-1B secretion, AlphaLISA, 16 h; active compounds read low; activity change, % at 57.5 µM; 360,000 compounds, 4.7% hits; in the data active means activity change below about -50%; inconclusive means mostly about -30% to -49%; further: on the % scale 0 is the no-effect control and ±100 the full control effect
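Secreted IL-1B measured by AlphaLISA bead assay after 16 h compound exposure of THP-1 cells; compounds (final up to 57.5 uM) added 1 h before LPS (250 ng/mL) and ATP (1.25 mM) stimulation; lower signal means less secretion.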
HepG2 viability: qHTS for Inhibitors of TGF-b: Cytotox Counterscreen; HepG2 CAGA-GFP viability, ATP luminescence, 18 h; Potency, µM (titrated, usually from 46.1 µM), for inactives: at the top dose activity change, negative = cytotoxicity, usual class: cytotoxic; 410,000 compounds, 0.76% hits; AID 588856, 2011; further: potency means the concentration at half of the fitted maximal effect; some results filed as inactive show a strong effect at the top dose
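HepG2 CAGA-GFP cells (1000/well, DMEM with 1% FBS) received compound, then TGF-beta at 500 pg/mL final, and were incubated 18 hours at 37 degrees C. Viability was read by CellTiter-Glo luminescence. Media-only wells were set as complete cell-killing and DMSO as no toxicity.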
ATXN2 expr inh: Primary qHTS for Inhibitors of ATXN expression | HEK-293 ATXN2-luciferase reporter, luminescence, 24 h | Potency, µM (doses to about 57 µM), without a hit: top-dose activity change, negative = inhibition, actives largely listed as inhibitors | 360,000 compounds, 0.72% hits | AID 1745845, 2022; further: potency means the concentration at half of the fitted maximal effect; on the % scale 0 is the no-effect control and ±100 the full control effect; nearly all actives have a fitted effect of over 55% in size
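qHTS (up to 57 uM final) was run with 24 h compound exposure of reporter cells at 37 °C. Each well was multiplexed: SteadyGlo luminescence measured ATXN2-luciferase expression after a fluorogenic Gly-Phe-AFC viability readout (25 uM final).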
HT1080 IDH1KD tx: qHTS for induction of synthetic lethality in tumor cells producing 2HG: qHTS for the HT-1080-IDH1KD cell line. HT-1080 IDH1 knockdown viability, ATP luminescence, 48 h. Potency, µM (series often up to 46.1 µM), for the others: at the top dose activity, negative = toxicity, hits mostly cytotoxic. 360,000 compounds, 2% hits. AID 686971, 2013;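 further: potency means the concentration at half of the fitted maximal effect; 0% = DMSO wells and -100% = cell-free medium wells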
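Assay cells: HT-1080 with IDH1 knockdown, 750 per well, RPMI/5% FBS. Exposure: 48 h at 37 °C following 2 h pre-incubation. Read: CellTiter-Glo luminescence; fitted concentration-response, curve class assigned.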
ATXN viability: Viability Counterscreen for Primary qHTS for Inhibitors of ATXN expression | 400,000 compounds, 0.49% hits | Potency, µM (series often up to 56.7 µM), hits mostly cytotoxic | AID 651635, 2014 | S2 cells (HEK-293 line with an ATXN2-luciferase reporter) viability, CellTiter-Fluor protease fluorescence, 24 h; further: potency means the concentration at half of the fitted maximal effect; nearly all actives have a fitted effect of over 40% in size
HT1080-NT tox: qHTS for induction of synthetic lethality in tumor cells producing 2HG: qHTS for the HT-1080-NT fibrosarcoma cell line. AID 686970, 2013. Potency, µM (highest dose often 46.1 µM), inactives show at the highest dose activity, negative = less viability, hits mostly cytotoxic. HT-1080-NT fibrosarcoma viability, CellTiter-Glo ATP luminescence, 48 h. 360,000 compounds, 1.6% hits;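 further: NT is the 2HG producing partner of a matched IDH1 knockdown line; potency means the concentration at half of the fitted maximal effect; 0% = DMSO-treated cells and -100% = media-only wells without cells; nearly all actives have a fitted effect of over 55% in size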
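Luminescent CellTiter-Glo readout after 48 hours of compound exposure at 37 degrees C defined viability of HT-1080-NT cells. Activity was normalized to DMSO wells and cell-free media wells; concentration-response curves were fitted and assigned curve classes.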
SW480 rereplic: A quantitative high throughput screen for small molecules that induce DNA re-replication in SW480 colon adenocarcinoma cells; Potency, µM (top dose mostly 46.1 µM), without a hit: top-dose re-replication activation, usual class: activators; AID 624297, 2012; SW480 DNA re-replication, Hoechst DNA content imaging, 48 h; 340,000 compounds, 1.8% hits; further: potency means the concentration at half of the fitted maximal effect; % of control where 0% means no effect; nearly all actives have a fitted effect of over 55% in size
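Treated cells incubate 48 hr (37 C, 5% CO2), are stained 40 min with Hoechst, and nuclear fluorescence is enumerated; a rise in nuclei with high DNA signal marks re-replication.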
MCF10A rereplic: A quantitative high throughput screen for small molecules that induce DNA re-replication in MCF 10a normal breast cells. Potency, µM (titrated, usually from 46.1 µM), for the others: at the top dose activity, positive = re-replication, most hits filed as activators. 350,000 compounds, 2.9% hits. MCF 10A DNA re-replication, Hoechst nuclear intensity, 48 h. AID 624296, 2012; further: potency means the concentration at half of the fitted maximal effect; % of control where 0% means no effect; nearly all actives have a fitted effect of over 50% in size
The depositor's hits bear a star; [ ] = remark or other dose. Unless noted, the call rests on the fitted dose curve; in most records, active means well fitted curve in the direction sought with a large enough effect; inconclusive means small, poorly fitted or top-dose-only effect, or another doubt; inactive means no such curve, though single readings can be large; an effect the other way counts as inactive or inconclusive. Compounds were not picked by outcome; any-hit rate near 8.9%.

Results for Cc1ccc(CSCC(Nc2ccc(C(=O)O)cc2[N+](=O)[O-])C(=O)O)cc1 (configuration not stated) ?
KB-3-1 tox: 3%; IL1B secr inh: 11; HepG2 viability: -1%; ATXN2 expr inh: 8%; HT1080 IDH1KD tx: 21%; ATXN viability: inactive; HT1080-NT tox: -4%; SW480 rereplic: -3%; MCF10A rereplic: inconclusive

What do the screens show for `Cn1cnnc1SCC(=O)Nc1sc2c(c1C#N)CCCCC2`?
KB-3-1 tox: 1%; IL1B secr inh: 15; HepG2 viability: -6%; ATXN2 expr inh: 25%; HT1080 IDH1KD tx: 7%; ATXN viability: inactive; HT1080-NT tox: 5%; SW480 rereplic: 0%; MCF10A rereplic: -1%

Results for CCCC/C(C)=N/NC(=O)Nc1ccccc1 ?
KB-3-1 tox: 6%; IL1B secr inh: 9; HepG2 viability: 3%; ATXN2 expr inh: 3%; HT1080 IDH1KD tx: 7%; ATXN viability: inactive; HT1080-NT tox: 8%; SW480 rereplic: -4%[9.22 µM]; MCF10A rereplic: -4%

What do the screens show for `O=C(Nc1cccc(C(=O)O)c1)/C(=C\c1ccccc1)NC(=O)c1ccco1`?
KB-3-1 tox: 1%; IL1B secr inh: 6; HepG2 viability: 7%; HT1080 IDH1KD tx: 4%; ATXN viability: inactive; HT1080-NT tox: 29%

Results for Cc1nc(CS(=O)c2ccccc2)cc(N2CCOCC2)n1 (configuration not stated) ?
KB-3-1 tox: 4%; IL1B secr inh: 3; HepG2 viability: 15%; ATXN2 expr inh: 6%; HT1080 IDH1KD tx: 4%; ATXN viability: inactive; HT1080-NT tox: 0%; SW480 rereplic: 0%; MCF10A rereplic: -1%

How did COc1ccc(NC(=O)/C=C/c2ccc(C)o2)cc1S(=O)(=O)N1CCOCC1 do in these assays?
KB-3-1 tox: -7%; IL1B secr inh: 2; HepG2 viability: -3%; ATXN2 expr inh: 8%; HT1080 IDH1KD tx: -1%; ATXN viability: inactive; HT1080-NT tox: 1%; SW480 rereplic: -5%; MCF10A rereplic: -7%

What do the screens show for `CC(=O)Nc1ccc(NC(=O)c2cc3sccc3n2Cc2ccc(F)cc2)cc1`?
KB-3-1 tox: 3%; HepG2 viability: -30%; ATXN2 expr inh: -19%; ATXN viability: inconclusive

What do the screens show for `CCc1ccccc1NC(=S)N(Cc1ccc(OC)cc1)CC1CCC(C(=O)O)CC1` (configuration not stated)?
KB-3-1 tox: -1%; IL1B secr inh: -3; HepG2 viability: -7%; ATXN2 expr inh: 1%; HT1080 IDH1KD tx: -3%; ATXN viability: inactive; HT1080-NT tox: -1%; SW480 rereplic: -3%; MCF10A rereplic: 0%

Results for COc1ccc(S(=O)(=O)CCC(=O)N2c3ccccc3CC2C)cc1 (configuration not stated) ?
KB-3-1 tox: -3%; IL1B secr inh: -2; HepG2 viability: 5%; ATXN2 expr inh: -11%; HT1080 IDH1KD tx: 0%; ATXN viability: inactive; HT1080-NT tox: 7%; SW480 rereplic: 2%; MCF10A rereplic: -8%

What do the screens show for `CCn1c2ccccc2c2cc(NC(=O)CCCN3C(=O)CCC3=O)ccc21`?
KB-3-1 tox: -2%; IL1B secr inh: -5; HepG2 viability: -18%; ATXN2 expr inh: -5%; HT1080 IDH1KD tx: -3%[9.24 µM]; ATXN viability: inactive; HT1080-NT tox: -10%; SW480 rereplic: 12%; MCF10A rereplic: 17%

Reprinted from the part before: 2 entries; new compounds follow.
Results for COc1ccc(S(=O)(=O)CCC(=O)N2c3ccccc3CC2C)cc1 (configuration not stated) ?
KB-3-1 tox: -3%; IL1B secr inh: -2; HepG2 viability: 5%; ATXN2 expr inh: -11%; HT1080 IDH1KD tx: 0%; ATXN viability: inactive; HT1080-NT tox: 7%; SW480 rereplic: 2%; MCF10A rereplic: -8%

What do the screens show for `CCn1c2ccccc2c2cc(NC(=O)CCCN3C(=O)CCC3=O)ccc21`?
KB-3-1 tox: -2%; IL1B secr inh: -5; HepG2 viability: -18%; ATXN2 expr inh: -5%; HT1080 IDH1KD tx: -3%[9.24 µM]; ATXN viability: inactive; HT1080-NT tox: -10%; SW480 rereplic: 12%; MCF10A rereplic: 17%

Results for COc1ccccc1N=c1scc(-c2ccc3c(c2)NC(=O)CO3)n1CC1CCCO1 (configuration not stated) ?
KB-3-1 tox: -15%; IL1B secr inh: 0; HepG2 viability: -5%; ATXN2 expr inh: inconclusive; HT1080 IDH1KD tx: -29%; ATXN viability: inactive; HT1080-NT tox: -18%; SW480 rereplic: 4%; MCF10A rereplic: inconclusive

What do the screens show for `CN1CCN(c2ccc(NC(=O)C(C)(c3ccccc3)c3ccccc3)cc2)CC1`?
KB-3-1 tox: -39%; IL1B secr inh: -17; HepG2 viability: -11%; ATXN2 expr inh: -17%; HT1080 IDH1KD tx: -13%; ATXN viability: inactive; HT1080-NT tox: -14%; SW480 rereplic: -4%; MCF10A rereplic: inconclusive

How did CCCCNC(=O)c1cc2ccccc2s1 do in these assays?
KB-3-1 tox: 0%; IL1B secr inh: -11; HepG2 viability: 0%; ATXN2 expr inh: -3%[11.3 µM]; HT1080 IDH1KD tx: 4%; ATXN viability: inactive; HT1080-NT tox: 5%; SW480 rereplic: -9%; MCF10A rereplic: -6%

Results for Cc1cc(C)cc(NC(=O)CSc2nnnn2-c2cccnc2)c1 ?
KB-3-1 tox: 1%; IL1B secr inh: 4; HepG2 viability: -13%; ATXN2 expr inh: -16%; HT1080 IDH1KD tx: 1%; ATXN viability: inactive; HT1080-NT tox: 5%; SW480 rereplic: -15%; MCF10A rereplic: 10%

Results for COc1ccc(C(=O)COC(=O)CCNS(=O)(=O)c2ccccc2)cc1Br ?
KB-3-1 tox: 2%; IL1B secr inh: 5; HepG2 viability: 6%; ATXN2 expr inh: -4%; HT1080 IDH1KD tx: -10%; ATXN viability: inactive; HT1080-NT tox: -7%; SW480 rereplic: -4%; MCF10A rereplic: -3%

What do the screens show for `Cc1ccc(Oc2ccc(C(F)(F)F)cc2[N+](=O)[O-])c([N+](=O)[O-])n1`?
KB-3-1 tox: -3%; IL1B secr inh: inconclusive; HepG2 viability: 22µM*; ATXN2 expr inh: 53%[activator]; HT1080 IDH1KD tx: 2%; ATXN viability: inconclusive; HT1080-NT tox: 10%; SW480 rereplic: 0%; MCF10A rereplic: 8%

How did O=C(O)/C=C\C(=O)Nc1ccccc1C#Cc1ccc(Br)cc1 do in these assays?
KB-3-1 tox: inconclusive; IL1B secr inh: -98*; HepG2 viability: -26%; ATXN2 expr inh: 40%[activator]; HT1080 IDH1KD tx: inconclusive; ATXN viability: inactive; HT1080-NT tox: inconclusive; SW480 rereplic: inconclusive; MCF10A rereplic: 18µM*

Results for CC1(C)CC(=O)c2cc(OCC(=O)N3CCCCCC3)ccc2O1 ?
KB-3-1 tox: 0%; IL1B secr inh: 16; HepG2 viability: -2%; ATXN2 expr inh: 31%; HT1080 IDH1KD tx: -15%; ATXN viability: inactive; HT1080-NT tox: 12%; SW480 rereplic: -12%; MCF10A rereplic: 9%

Results for COc1ccc(C(=O)c2sc3nc(C)cc(-c4cccs4)c3c2N)cc1OC ?
KB-3-1 tox: -2%; IL1B secr inh: -80*; HepG2 viability: -29%; ATXN2 expr inh: -28%; HT1080 IDH1KD tx: 3%; HT1080-NT tox: -4%; SW480 rereplic: inconclusive; MCF10A rereplic: 5.2µM*

What do the screens show for `Cc1ccsc1C(=O)c1sccc1C`?
KB-3-1 tox: -18%; IL1B secr inh: 0; HepG2 viability: -15%; ATXN2 expr inh: -12%; HT1080 IDH1KD tx: 4%; ATXN viability: inactive; HT1080-NT tox: 21%; SW480 rereplic: -13%; MCF10A rereplic: 0%

Results for O=C(/C=C/c1ccc([N+](=O)[O-])cc1)N1CCN(S(=O)(=O)c2cccs2)CC1 ?
KB-3-1 tox: 8%; IL1B secr inh: -8; HepG2 viability: -1%; HT1080 IDH1KD tx: -6%; ATXN viability: inactive; HT1080-NT tox: 21%; SW480 rereplic: -36%[inhibitor]; MCF10A rereplic: 2%

What do the screens show for `O=C(CCCN1C(=O)c2ccccc2C1=O)Nc1c2c(nc3c1CCC3)CCC2`?
KB-3-1 tox: 9%; IL1B secr inh: 18; HepG2 viability: 4%; ATXN2 expr inh: 7%; HT1080 IDH1KD tx: -11%; ATXN viability: inactive; HT1080-NT tox: -7%; SW480 rereplic: -1%; MCF10A rereplic: -1%

What do the screens show for `COc1ccccc1-n1nnnc1SCC(=O)NC(=O)Cc1ccccc1`?
KB-3-1 tox: 8%; IL1B secr inh: 5; HepG2 viability: 2%; ATXN2 expr inh: 2%; HT1080 IDH1KD tx: 1%; ATXN viability: inactive; HT1080-NT tox: 10%; SW480 rereplic: -14%; MCF10A rereplic: -2%

Results for CCc1cc(=O)oc2cc(OCC(=O)N(CC)CC)c(Cl)cc12 ?
KB-3-1 tox: 0%; IL1B secr inh: -17; HepG2 viability: 4%; ATXN2 expr inh: 7%; HT1080 IDH1KD tx: 8%; ATXN viability: inactive; HT1080-NT tox: 8%; SW480 rereplic: 7%; MCF10A rereplic: 25%

What do the screens show for `O=C(CN1C(=O)c2ccc([N+](=O)[O-])cc2C1=O)NCC1CCCO1` (configuration not stated)?
KB-3-1 tox: 5%; IL1B secr inh: 0; HepG2 viability: 2%; ATXN2 expr inh: -11%; HT1080 IDH1KD tx: -1%; ATXN viability: inactive; HT1080-NT tox: -1%; SW480 rereplic: inconclusive; MCF10A rereplic: -3%

Results for COc1ccc(NC(=O)CCc2c(C)nc3c(-c4ccc(F)cc4)c(C)nn3c2C)c(OC)c1 ?
KB-3-1 tox: -1%; HepG2 viability: 2%; ATXN2 expr inh: -7%; ATXN viability: inactive
